GPR151 activ: activates the human receptor GPR151; PathHunter beta-arrestin GPR151 cells, luminescence; activation, % at 11.2 µM; 650,000 tested, 1% active; in the data active = activation above about 4.9%;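 also: 0% = median of compound wells and 100% = cells with positive control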
Target sequence (Q8TDV0 whole entry, looked up): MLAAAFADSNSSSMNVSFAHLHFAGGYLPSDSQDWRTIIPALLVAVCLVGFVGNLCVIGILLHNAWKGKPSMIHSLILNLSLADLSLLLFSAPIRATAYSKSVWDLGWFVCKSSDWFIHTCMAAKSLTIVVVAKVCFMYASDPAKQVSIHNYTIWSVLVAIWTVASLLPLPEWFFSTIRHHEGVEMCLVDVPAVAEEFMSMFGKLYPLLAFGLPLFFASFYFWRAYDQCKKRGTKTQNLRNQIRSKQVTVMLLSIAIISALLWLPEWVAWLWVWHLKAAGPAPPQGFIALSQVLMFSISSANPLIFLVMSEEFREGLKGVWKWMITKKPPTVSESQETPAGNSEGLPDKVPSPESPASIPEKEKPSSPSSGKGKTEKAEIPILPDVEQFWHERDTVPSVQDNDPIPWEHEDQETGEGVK
FBW7 act: activators of human E3 ligase FBW7 | Q969H0 | 650,000 tested, 0.13% active | normalized activity (activation), % at 26.1 µM | AlphaScreen FBW7–phospho-cyclin E peptide binding, activator screen; in the data active = normalized activity above about 1.9%;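 also: purified mutant Fbw7 with reduced substrate affinity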
MITF primary: inhibitors of human MITF; O75030; AlphaScreen MITF homodimerization, bead proximity signal; inhibition, % at 2.6 µM; 650,000 tested, 0.91% active; in the data active = inhibition above about 50%;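 also: 0% = vehicle wells with protein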
Target sequence (O75030 whole entry, looked up): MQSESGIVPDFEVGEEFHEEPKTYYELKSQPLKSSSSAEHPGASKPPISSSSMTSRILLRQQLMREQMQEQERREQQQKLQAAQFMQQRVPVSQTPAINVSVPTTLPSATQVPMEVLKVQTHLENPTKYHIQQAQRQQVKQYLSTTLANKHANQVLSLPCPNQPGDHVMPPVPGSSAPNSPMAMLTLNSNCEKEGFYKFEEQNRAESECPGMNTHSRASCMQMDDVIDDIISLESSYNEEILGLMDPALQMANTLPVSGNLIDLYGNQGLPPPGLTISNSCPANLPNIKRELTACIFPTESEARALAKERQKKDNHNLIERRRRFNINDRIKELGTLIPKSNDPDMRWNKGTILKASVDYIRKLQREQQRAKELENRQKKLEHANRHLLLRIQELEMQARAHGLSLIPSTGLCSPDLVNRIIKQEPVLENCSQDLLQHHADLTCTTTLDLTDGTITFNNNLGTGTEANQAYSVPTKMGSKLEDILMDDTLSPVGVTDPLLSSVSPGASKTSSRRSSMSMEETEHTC
TEAD-YAP inh: TEAD-YAP interaction inhibition | inhibition, % at 9.12 µM | 640,000 tested, 1.4% active | AID 1259422 | HEK-TIYL cells, TEAD-Gal4/YAP UAS-luciferase luminescence; in the data active = inhibition above about 32%;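 also: 0% = median of test compound wells and 100% = reference inhibitor wells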
Starred values were filed as active, the others as inactive; · = not tested or not shown.

SMILES	GPR151 activ	FBW7 act	MITF primary	TEAD-YAP inh
CC1=C(C(=O)OCC(C)C)C(c2cc3c(cc2[N+](=O)[O-])OCO3)C2=C(CC(c3ccccc3)CC2=O)N1 (stereo unspecified)	-1.0	-0.3	21	7
COC(=O)C1CCCCN1C(=O)CCc1nnc(CCc2ccc(OC)cc2)o1 (stereo unspecified)	-2.5	0.1	8	-16
CCC(CC)C(=O)N1CC(=O)Nc2ccc(Cl)cc2C1c1ccc(F)cc1 (stereo unspecified)	-1.2	-0.2	-11	-1
CC(C)C(=O)Nc1cccc(-c2cn3ccccc3n2)c1	-2.0	0.1	-9	-35
Cc1cc(OCC(=O)NNC(=O)COc2ccc(Cl)cc2)no1	-1.1	-0.1	-3	6
COc1ccc(/C=C2/Oc3ccccc3NC2=O)cc1Br	-0.7	0.0	2	-17
N#CCn1c(CSc2n[nH]c(N)n2)nc2scc(-c3ccccc3)c2c1=O	1.3	0.2	3	0
COC(=O)C1=C(C)OC(N)=C(C#N)C1c1cc2c(C)ccc(C)c2[nH]c1=O (stereo unspecified)	-0.4	-0.1	-7	-4
Cc1sc(NC(=O)C2C3CCC(O3)C2C(=O)O)nc1-c1ccc(CC(C)C)cc1 (stereo unspecified)	0.5	0.0	12	-32
Cc1ccc(-c2nnc3sc(NC(=O)CC(C)C)nn23)cc1	27*	-0.1	-1	5
CC(C)NC(=O)c1cn(C2CCCC2)c(=O)c2c1c1ccccc1n2C	-0.2	0.3	2	5
O=CN1CCN(C(=O)CCCC(=O)c2ccccc2)CC1	-0.1	-0.1	3	-20
COC(=O)c1c(O)cn(-c2ccccc2)c1C	-0.1	-0.2	12	-15
CCOC(=O)c1c(NC(=O)c2ccccc2CCc2ccccc2)sc2c1CCC(C)C2 (stereo unspecified)	-0.6	0.1	13	4
COc1ccc(/C(C)=N\Nc2ccc([N+](=O)[O-])cc2[N+](=O)[O-])cc1	2.6	0.0	-6	-2
O=C(Nc1ccc(S(=O)(=O)Nc2cncs2)cc1)c1ccccc1Br	-0.5	0.6	24	-2
CC(C)C(c1nnnn1CC1CCCO1)N1CCN(c2ccc(F)cc2)CC1 (stereo unspecified)	0.3	0.2	6	0
COc1ccc([C@@H]2C[C@H](C(=O)NC3CCCCC3)N(C)S(=O)(=O)N2)cc1	-0.7	0.1	5	-4
O=C(c1nc2ccccn2c1CNCC(c1ccccc1)c1ccccc1)N1CCCC1	-0.4	-0.1	-6	30
CCc1ccc(C2C(C(=O)OC)=CN(Cc3ccc(C)cc3)C=C2C(=O)OC)s1	0.1	0.3	-17	-7
CC(=O)c1ccc(S(=O)(=O)Nc2ccc(-c3nc4cccnc4s3)cc2C)cc1	0.9	0.0	5	-19
Cc1c(Cl)c([N+](=O)[O-])nn1CC(=O)Nc1cc(Cl)ccc1O	0.2	0.0	-6	0
Cc1nc2ccc(N)cc2c(=O)n1CC(=O)Nc1ccccc1	-1.3	0.2	25	2
COc1ccc(OCC(=O)Nc2ccc(NC(C)=O)cc2)cc1	-0.6	0.5	5	4
O=C(c1ccc(C(=O)N(C2CCCCC2)C2CCCCC2)cc1)N1CCCCCC1	1.4	-0.1	9	-2
CN1CCCCCC1=NCCCn1cnc2c1c(=O)n(C)c(=O)n2C	2.0	-0.1	-4	3
COCCNc1c(-c2cc(OC)c(OC)cc2OC)nc2cnccn12	-0.5	0.1	-10	-16
CCOc1ccc(C(C)NC(=O)c2ccccc2Cl)cc1 (stereo unspecified)	2.6	0.0	16	17
CCNC(=O)C1CCCc2c1[nH]c1ccc(Cl)cc21 (stereo unspecified)	1.0	-0.4	4	-2
O=C1N/C(=N/N=C/c2ccccc2)SC1Cc1ccccc1[N+](=O)[O-] (stereo unspecified)	3.9	0.1	9	-1
CC(=O)N1CCc2cc(S(=O)(=O)NCCC(=O)Nc3cc(C)ccn3)ccc21	-0.4	-0.1	-18	-8
O=C(O)C(Sc1ncccn1)c1ccccc1 (stereo unspecified)	0.1	-0.1	19	3
COc1cc2c(cc1OC)n(CC(=O)NCC(C)c1ccccc1)n1c(C)cc(=O)nc21 (stereo unspecified)	-0.4	-0.2	-10	2
CCC(=O)N1CCc2nnc(C(CC(C)C)NC(=O)CN(C)C)n2CC1 (stereo unspecified)	0.0	0.0	1	0
O=C(Cc1ccc(Br)cc1)N1CCCC(Nc2ccc3[nH]ncc3c2)C1 (stereo unspecified)	0.4	0.0	26	0
Cc1nc2ccc(-c3cnn(-c4cccc(CN5CCOCC5)c4)c3)cc2c(=O)n1C	0.4	-0.2	-2	-4
Cc1cccc(Oc2ccc(N3C(=O)C4CC=CCC4C3=O)cc2)c1 (stereo unspecified)	-0.5	-0.1	-7	-4
COc1ccc(N/C=C(/C#N)c2nc(-c3ccccc3)cs2)c(OC)c1	-1.1	0.6	18	8
CCC(C)(C)C1CCc2oc3c(cc(NS(=O)(=O)c4ccc(F)cc4)c4ccccc43)c2C1 (stereo unspecified)	0.0	-0.1	-2	-2
COc1ccc(O)c(/C=N/N(C)CCN(C)/N=C/c2cc(OC)ccc2O)c1	1.7	-0.2	0	5
CCOC(=O)Nc1oc2ccccc2c(=O)c1CN1CCOCC1	-1.3	0.7	6	6
CCNC(=O)c1cccc(OC2CCN(C3CCN(C)CC3)CC2)c1	0.0	0.0	-9	-7
CCOC(=O)N/N=C1\C[C@@H](O)[C@@H](O)[C@@H]2[C@@H]3C(=O)N([C@@H](C)c4ccccc4)C(=O)[C@@H]3CC[C@H]12	1.8	0.1	-8	·
Cc1cccc(NC(=O)Cc2csc(NC(=O)C(C)(C)C)n2)c1	1.7	0.3	2	8
Cc1cc(F)ccc1S(=O)(=O)Nc1cccc2ccccc12	0.1	-0.2	11	13
N#Cc1cn(CC(=O)Nc2ccc(Br)cc2)c2ccccc12	1.8	0.9	13	-3
CO[C@H]1[C@H](NC(=O)C(C)C)c2ccccc2C12CCN(CC(C)C)CC2	0.0	1.2	15	1
O=C(CCCOc1ccc(Cl)cc1Cl)Nc1ccc2c(c1)COC2=O	0.1	0.8	14	4

Molecules shown so far that contain two or more sulfur atoms (3):
SMILES	GPR151 activ	FBW7 act	MITF primary	TEAD-YAP inh
N#CCn1c(CSc2n[nH]c(N)n2)nc2scc(-c3ccccc3)c2c1=O	1.3	0.2	3	0
O=C(Nc1ccc(S(=O)(=O)Nc2cncs2)cc1)c1ccccc1Br	-0.5	0.6	24	-2
CC(=O)c1ccc(S(=O)(=O)Nc2ccc(-c3nc4cccnc4s3)cc2C)cc1	0.9	0.0	5	-19

(cont.)
SMILES	GPR151 activ	FBW7 act	MITF primary	TEAD-YAP inh
Nc1c(C(=O)Nc2ccc(F)cc2)sc2nc3c(cc12)CCCCC3	1.3	0.1	-7	-80
CCOC(=O)CCCCC(=O)c1[nH]c(=O)[nH]c1CSc1nnc2c3ccccc3n(C(C)C)c2n1	1.0	1.0	23	1
O=C(c1ccc(CNc2c(NC3CCCCC3)c(=O)c2=O)cc1)N1CCc2ccccc2C1	-1.1	-0.1	2	2
CCOC(=O)N1CCC(=NNc2ccc(S(N)(=O)=O)cc2[N+](=O)[O-])CC1	0.9	-0.1	10	1
CSCCC(NS(=O)(=O)c1cc(Cl)ccc1Cl)C(=O)O (stereo unspecified)	0.0	-0.3	-5	-17
CC(=O)C1=C(C)OC(N)=C(C#N)C1c1ccco1 (stereo unspecified)	0.2	-0.1	5	6
Cc1cc(C)n(Cc2ccc(C(=O)N3CCC(=O)N(CCN4CCCCC4)CC3)cc2)n1	-0.2	0.0	13	8
COc1ccc(C(C)NC(=S)NC2CCCC2)cc1OC (stereo unspecified)	-1.8	0.2	18	-7
O=C(NCCc1nc(-c2ccncc2)n[nH]1)c1cccc2cccnc12	-0.3	-0.1	-4	-6
C=CCN(CC=C)C(=O)CC1C(=O)NCCN1Cc1cccc(F)c1F (stereo unspecified)	0.3	0.1	5	-3
O=C(c1ccc(Br)cc1)c1cc([N+](=O)[O-])ccc1N1CCOCC1	-0.3	0.1	9	54*
Cc1cc(C)c(C2=NON3N(C(=O)c4ccccc4Cl)c4ccccc4N23)c(C)c1	-0.7	-0.1	-1	-7

The final 4 records of the section before come first, to join the parts.
SMILES	GPR151 activ	FBW7 act	MITF primary	TEAD-YAP inh
O=C(NCCc1nc(-c2ccncc2)n[nH]1)c1cccc2cccnc12	-0.3	-0.1	-4	-6
C=CCN(CC=C)C(=O)CC1C(=O)NCCN1Cc1cccc(F)c1F (stereo unspecified)	0.3	0.1	5	-3
O=C(c1ccc(Br)cc1)c1cc([N+](=O)[O-])ccc1N1CCOCC1	-0.3	0.1	9	54*
Cc1cc(C)c(C2=NON3N(C(=O)c4ccccc4Cl)c4ccccc4N23)c(C)c1	-0.7	-0.1	-1	-7
Clc1ccc(C2=NN3COc4ccc(Cl)cc4C3C2)cc1 (stereo unspecified)	3.9	0.3	8	13
COc1cc(OC)c(C(=O)OCc2ccccc2Cl)cc1OC	1.6	0.2	5	-4
Cc1cc(C(=O)OCC(N)=O)c(C)n1-c1ccc(F)cc1	0.8	0.0	7	-8
O=C(COc1ccccc1O)Nc1ccc(Br)cc1	-1.0	-0.1	3	-11
O=C(CC1C(=O)NC2CCCCC2N1C(=O)c1ccc([N+](=O)[O-])cc1)Nc1ccccc1 (stereo unspecified)	2.1	0.3	18	6
COc1ccc(CN2C3CCC2CC(NC(=O)c2cccc(Cl)c2)C3)cc1 (stereo unspecified)	0.7	0.1	4	7
CN1C(=O)S/C(=C/c2ccc(OCc3cccc(C(=O)O)c3)cc2)C1=O	1.6	0.6	11	-30
O=c1c2c(nc3n1CCCCC3)-c1ccccc1CC21CCCC1	-0.4	-0.2	-13	7
CCN1CCN(C(c2cccc(OC)c2OC)c2nnnn2C(C)(C)CC)CC1 (stereo unspecified)	-0.5	0.0	-3	0
O=C(/C=C\c1ccccc1)Nc1cccc(-c2nc3ccccc3o2)c1	1.0	0.0	1	-10
COc1ccc(Cl)c(Cn2c(NCCO)nc3c2c(=O)n(C)c(=O)n3C)c1	-1.8	-0.1	1	3
O=c1[nH][nH]c(=S)n1-c1ccccc1O	-2.4	-0.3	-2	-39

Sorted by number of heavy atoms (lowest first): some entries from above.
SMILES	GPR151 activ	FBW7 act	MITF primary	TEAD-YAP inh
O=c1[nH][nH]c(=S)n1-c1ccccc1O	-2.4	-0.3	-2	-39
Clc1ccc(C2=NN3COc4ccc(Cl)cc4C3C2)cc1 (stereo unspecified)	3.9	0.3	8	13
CN1C(=O)S/C(=C/c2ccc(OCc3cccc(C(=O)O)c3)cc2)C1=O	1.6	0.6	11	-30

The results go on:
SMILES	GPR151 activ	FBW7 act	MITF primary	TEAD-YAP inh
Cc1ccnc2nc(C(=O)Nc3nc(-c4ccc(Cl)cc4)cs3)nn12	-0.6	0.1	-8	-9
NC(=O)c1cccc(-c2csc3ccccc23)n1	0.0	-0.1	6	-5
COc1ccccc1CNC(=O)CSc1nc2[nH]ncc2c(=O)n1-c1cccc2ccccc12	0.1	0.0	-10	-12
COc1cccc(NC(=O)Nc2nnc(N3CCCCC3C)s2)c1 (stereo unspecified)	0.0	-0.1	14	-32
O=C1C2C(C(=O)N1CCO)C1C=CC2C12CC2 (stereo unspecified)	-0.9	0.6	6	15
CCOC(=O)C1=C(C)N=c2s/c(=C\c3ccccc3O)c(=O)n2C1c1ccc(SC)cc1 (stereo unspecified)	2.6	0.2	10	-1
COc1nn(C(C)C(=O)NNC(=O)Nc2ccc(F)c(Cl)c2)cc1[N+](=O)[O-] (stereo unspecified)	-0.8	-0.3	-9	4
CCC(CC)C(=O)Nc1cc(C)ccc1C	0.1	0.0	2	-11
O=C(N1CCC(c2ccncc2)CC1)C1(c2ccc(Cl)cc2)CCC1	1.4	0.1	-14	3
CC1(c2ccc3c(c2)OCCO3)NC(=O)N(Cc2ccccc2C#N)C1=O (stereo unspecified)	0.3	0.0	4	2
CC1CCc2c(nc3nc[nH]n3c2=O)C1 (stereo unspecified)	0.0	0.1	5	-2
CCOC(=O)c1c(NC(=O)CSc2nnnn2-c2ccccc2)sc2c1CCC2	0.4	0.1	7	-10
S=C(NC1CCCC1)N1CCN(c2ccccn2)CC1	-0.2	-0.1	3	-8
Cc1ccc(COc2ccc3c(c2)OCO3)cc1	-0.1	-0.1	6	-65
CCCN1CCC(=NNC(=O)c2ccccc2O)CC1	0.0	-0.2	-7	-27
O=S(=O)(c1cnc[nH]1)N1CCN(c2cccc(C(F)(F)F)c2)CC1	-0.3	0.1	-5	8
COc1ccc(Cl)cc1C(=O)NNC(=O)Cc1ccccc1	-0.8	0.6	13	3
N#CC(C#N)=C1C=CN(c2ccc(Br)cc2)C=C1	0.3	0.1	2	6
c1ccc2c(Nc3nc(Nc4ccc(N5CCOCC5)cc4)c4ncn(-c5ccsc5)c4n3)nccc2c1	-1.3	-0.3	16	73*
COc1cc(C2C3CN(C)CC=C3C(C#N)=C(N)C2(C#N)C#N)cc(Cl)c1OC(C)C (stereo unspecified)	-0.4	-0.2	4	-5
COc1ccc(CCNc2cc(N3CCOCC3)ncn2)cc1	-0.7	0.0	-7	2
O=C(c1ccccc1Cl)N1CCN=C1SCc1ccccc1	-2.0	-0.1	-3	-3
CCNC(=O)N1CCCC(c2nc(-c3ccccc3OC)c3ccccn23)C1 (stereo unspecified)	-1.2	-0.8	-3	11
Cn1cc(CNC(=O)CC2C(=O)NCCN2CC(C)(C)C)cn1 (stereo unspecified)	-0.2	-0.1	-2	-5
Cc1cc(C)n2nc(SCC(=O)Nc3ccccc3C(C)(C)C)nc2n1	-0.6	0.4	13	-10

Fetched by structure from above (4):
SMILES	GPR151 activ	FBW7 act	MITF primary	TEAD-YAP inh
c1ccc2c(Nc3nc(Nc4ccc(N5CCOCC5)cc4)c4ncn(-c5ccsc5)c4n3)nccc2c1	-1.3	-0.3	16	73*
Cc1ccc(COc2ccc3c(c2)OCO3)cc1	-0.1	-0.1	6	-65
COc1ccc(CCNc2cc(N3CCOCC3)ncn2)cc1	-0.7	0.0	-7	2
Cn1cc(CNC(=O)CC2C(=O)NCCN2CC(C)(C)C)cn1 (stereo unspecified)	-0.2	-0.1	-2	-5
